Source: PubChem
LYP phosphatase = inhibitors of LYP phosphatase, biochemical, fluorescence intensity, uHTS (AID 1779); inhibition, % at 11.5 µM, or IC50 in µM where a hit was titrated; recombinant LYP phosphatase, fluorescence intensity; higher % means a stronger effect; actives 0.054% (n = 290,000);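 note: plate controls were vehicle with enzyme for no effect and no enzyme for full effect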
WT yeast gro inh = growth inhibition of WT yeast, mitochondrial fusion screen; mitochondrial fusion phenotypic screen, WT strain; inhibition, % at 10 µM; actives 2.1% (n = 190,000); AID 1362; in the data active = inhibition above about 58%; tested in S. cerevisiae
P. falciparum M1AAP = malaria alanyl aminopeptidase activity blockers – biochemical, fluorogenic H-Leu-NHMec substrate, 1536-well (AID 1445); recombinant M1AAP, H-Leu-NHMec fluorogenic kinetic assay; higher % means a stronger effect; actives 0.42% (n = 220,000); inhibition, % at 30 µM; hits with a dose series show IC50 in µM;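 active = primary inhibition above the hit cutoff, then over 50% inhibition at one or more dose response concentrations, cut at about 23% in these data, passing the limit was not always enough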;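 note: plate controls were DMSO full reaction for no effect and no enzyme background for full effect; strong numbers were not always called active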
XIAP antagonists = small molecules displacing peptide from XIAP – biochemical, IAP family, fluorescence polarization (AID 1018). XIAP BIR domain, fluorescence polarization peptide displacement; higher % means a stronger effect. displacement, % at 20 µM; hits with a dose series show IC50 in µM. actives 0.007% (n = 200,000); in the data active = displacement above about 50%; note: a part of the inactive calls stands beside numbers as strong as those of hits
P. falciparum M17LAP = P. falciparum M17LAP inhibitors, primary screen, biochemical, fluorogenic H-Leu-NHMec substrate, 1536-well (AID 1619) | recombinant M17LAP, H-Leu-NHMec fluorogenic kinetic assay; higher % means a stronger effect | one-dose inhibition, % at 30 µM; IC50 in µM for titrated hits | actives 0.38% (n = 220,000);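 active = compound inhibiting the enzyme by more than half at any dose during confirmatory dose-response retesting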;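 note: plate controls were full reaction with DMSO carrier for no effect and no enzyme background for full effect; strong numbers were not always called active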
human PMI inhibitors = human PMI inhibitors, high substrate, primary screen, biochemical, fluorescence intensity, high mannose 6-phosphate (AID 1220); recombinant PMI enzyme, coupled fluorescence intensity; higher % means a stronger effect; inhibition, % at 20 µM; hits with a dose series show IC50 in µM; actives 0.66% (n = 190,000)
TNAP activators = human TNAP enzyme activators, primary screen, biochemical, luminescent, no phosphate acceptor, uHTS (AID 1001); purified TNAP, luminescent activation assay, no phosphate acceptor; higher activation fold means a stronger effect; actives 0.03% (n = 200,000); activation fold at 20 µM, or EC50 in µM where a hit was titrated; in the data active = activation fold from about 3, or a potency from the dose series; inactive = the rest, 99 in 100 with activation fold below about 1.6; note: many of its hits are not listed in these tables
human PMI inhibition = MPI enzyme activity inhibition – biochemical, fluorescence intensity, coupled assay, primary screen (AID 1209); purified PMI enzyme, coupled fluorescence intensity; higher % means a stronger effect; inhibition, % at 20 µM; hits with a dose series show IC50 in µM; actives 0.42% (n = 190,000);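 note: plate controls were DMSO vehicle for no effect and wells lacking substrate for full effect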
Yfh1-depleted yeast = mitochondrial function rescue without frataxin homolog – Friedreich's ataxia, plus single-dose screen, dose response (AID 1465). S. cerevisiae Yfh1-off respiration, WST-1 reduction, 72 h; higher fold induction means a stronger effect. one-dose fold induction at 50 µM; EC50 in µM for titrated hits. actives 0.074% (n = 220,000);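 active = fold induction of absorbance versus untreated yeast above a set limit, then at least 30% activation at any dose in follow-up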;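 note: activators that raise dye reduction in frataxin-depleted yeast; strong numbers were not always called active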
WT yeast gro inh mutant strain = second read-out of WT yeast gro inh, no call of its own (marks repeat the call); inhibition, %; mitochondrial fusion phenotypic screen, mutant strain inhibition
* marks the source's active call; other numbers are inactive results; i = inactive; · = no result given. Cut-off read from the data, not from the text of the source, unless noted: active = inhibition above about 50%; inactive = the rest. An unsorted share of the library; any-hit rate near 3.7%.

SMILES	LYP phosphatase	WT yeast gro inh	WT yeast gro inh mutant strain	P. falciparum M1AAP	XIAP antagonists	P. falciparum M17LAP	human PMI inhibitors	TNAP activators	human PMI inhibition	Yfh1-depleted yeast
O=C(Oc1coc(CSc2ncccn2)cc1=O)c1cccs1	-4%	-4	1	7%	1.0%	16%	-7%	1.1	-4%	i
Cc1cccc(-n2c(-c3ccncc3)n[nH]c2=S)c1C	3%	6	2	2%	-1.5%	1%	2%	1.1	-6%	i
CCCN1C(=O)/C(=C/c2ccc(C)o2)NC1=S	0%	0	-3	21%	-4.4%	27%	-11%	1	-46%	i
O=C(Nc1cccc(F)c1)c1cc(S(=O)(=O)N2CCOCC2)cs1	-7%	-3	-5	9%	-20%	7%	6%	1	9%	i
COc1ccc(Nc2nc3ccccc3n3cnnc23)cc1	-1%	·	·	10%	-3.0%	-18%	2%	1.1	5%	i
COc1ccc(F)cc1C(=O)C1CCCN(Cc2cnc(N3CCCC3)s2)C1 (stereo not given)	-5%	16	8	-1%	-4.9%	4%	16%	1.1	10%	i
Cc1ccc(NC(=O)N2CCCC2C(=O)Nc2ccc(-n3cnnn3)c(C)c2)cc1 (stereo not given)	-8%	-13	-25	2%	1.0%	-4%	-2%	1.1	-3%	i
COC(=O)C1=CN(C2CC2)C=C(C(=O)OC)C1c1ccccc1OC	-26%	3	7	14%	-2.8%	-115%	-6%	1.3	-4%	i
CCOC(=O)C1CCN(CC(O)COc2ccc(C(C)(C)CC)cc2)CC1 (stereo not given)	-2%	2	42	3%	-0.6%	-8%	-3%	1	-9%	i
CC(=O)Nc1ccc(NC(=O)CSc2ccc3nnc(CCNC(=O)c4ccccc4)n3n2)cc1	-5%	1	12	2%	-4.2%	6%	-8%	1.1	-8%	i
CC(=O)Oc1ccc(C(=O)O)cc1OC(C)=O	-9%	3	-8	4%	-8.8%	-1%	-16%	0.9	-10%	i
COc1cc2c(cc1OC)CN(C(=S)Nc1ccccc1)CC2	-4%	5	-9	0%	-3.1%	-3%	-11%	1	-13%	i

Exported with two lines to a compound: entries from further up
Results follow in this order: LYP phosphatase	WT yeast gro inh	WT yeast gro inh mutant strain	P. falciparum M1AAP	XIAP antagonists	P. falciparum M17LAP	human PMI inhibitors	TNAP activators	human PMI inhibition	Yfh1-depleted yeast
- Cc1ccc(NC(=O)N2CCCC2C(=O)Nc2ccc(-n3cnnn3)c(C)c2)cc1 (stereo not given)
  -8%	-13	-25	2%	1.0%	-4%	-2%	1.1	-3%	i
- COC(=O)C1=CN(C2CC2)C=C(C(=O)OC)C1c1ccccc1OC
  -26%	3	7	14%	-2.8%	-115%	-6%	1.3	-4%	i
- CCOC(=O)C1CCN(CC(O)COc2ccc(C(C)(C)CC)cc2)CC1 (stereo not given)
  -2%	2	42	3%	-0.6%	-8%	-3%	1	-9%	i

(more compounds)
SMILES	LYP phosphatase	WT yeast gro inh	WT yeast gro inh mutant strain	P. falciparum M1AAP	XIAP antagonists	P. falciparum M17LAP	human PMI inhibitors	TNAP activators	human PMI inhibition	Yfh1-depleted yeast
O=C(/C=C/c1ccc(Cl)cc1Cl)N(Cc1ccccc1)C1CCS(=O)(=O)C1 (stereo not given)	-4%	31	32	2%	-8.6%	1%	-4%	1.1	12%	i
CCC1CCCCN1C(=S)NC(=O)c1ccc(F)c(S(=O)(=O)N2CCOCC2)c1 (stereo not given)	-4%	-8	-7	1%	-5.6%	-10%	8%	1.1	8%	i
CCN1CCN(Cc2ccc(NC(=O)Nc3ccc(OC)cc3)cc2)CC1	1%	6	0	1%	-4.6%	25µM*	6%	1.1	8%	i
O=C1[C@H]2[C@H]3[C@H](O)[C@H](O)C/C(=N\OC[C@@H](O)COCc4ccco4)[C@@H]3CC[C@H]2C(=O)N1c1ccc(F)cc1F	-1%	-4	-12	3%	-17%	-7%	1%	1	-7%	·
Cc1ccccc1/C=C/C(=O)NCC(=O)N1CCC(N(C)C2CCCCC2C)CC1 (stereo not given)	0%	2	14	-2%	-4.1%	0%	-12%	1.1	-11%	i
CC(C)[C@H](NS(=O)(=O)c1ccccc1)C(=O)OCC(=O)NC(=O)c1cccn1C	-4%	1	2	-1%	-6.9%	-3%	-9%	1	-2%	i
CC(C)(C)c1ccccc1NC(=S)NCc1ccccc1	-5%	63*	59*	-9%	-13%	14%	3%	0.9	13%	i
Cc1ccc(-c2nnc(SCC(=O)N/N=C/c3ccc(C)s3)n2-c2ccccc2)cc1	5%	-2	3	2%	-5.5%	9%	3%	1	13%	·
CCn1c(=O)c(C(=O)NCCNCCO)c(O)c2ccccc21	-10%	-1	21	1%	-3.7%	-1%	12%	1.1	11%	i
Cn1c(N)c(C(=O)COC(=O)c2ccnc3ccccc23)c(=O)n(C)c1=O	-7%	3	-13	-6%	-5.7%	10%	-3%	1.1	-4%	i
Cc1ccc(NC(=O)C(=O)NCCN2CCN(C(=S)Nc3ccccc3)CC2)cc1	-9%	-1	7	6%	-3.7%	10%	0%	1	-3%	i
CCCCn1c(SCC(=O)NC(C)CC)nc2ccc(N3CCOCC3)cc2c1=O (stereo not given)	-12%	8	28	9%	-6.7%	-12%	26%	1	8%	·
O=C(Nc1nc(COc2ccccc2)cs1)c1ccccc1F	-4%	-9	-16	3%	0.4%	10%	0%	1.1	-2%	i
CS(=O)(=O)N1CCc2cc(C(=O)Nc3ccccc3)ccc21	-1%	-3	-19	12%	0.5%	4%	·	1.1	·	i
COc1ccc(-c2[nH]ncc2CN(Cc2nccn2C)C(C)C)cc1F	1%	·	·	·	-6.8%	·	6%	1.1	9%	·
C#Cc1ccc([C@@H]2C=C(C(=O)NC3CC3)O[C@H](OCCCCO)C2)cc1	-9%	·	·	6%	·	-4%	·	·	·	i
COc1ccc(N2CCN(C(=O)Cc3cccs3)CC2)cc1	-7%	·	·	9%	-2.2%	8%	5%	1.1	6%	i
COc1ccc(C(=O)COC(=O)CCN2C(=O)C3C4CC(C(Br)C4Br)C3C2=O)cc1 (stereo not given)	-6%	11	-3	-2%	-1.0%	3%	10%	1.1	8%	i
CCCCc1c(O)nc(SCC(=O)c2ccccc2)[nH]c1=O	-3%	-7	4	4%	0.4%	-8%	9%	1.1	14%	i
O=C(Nc1nccs1)c1cc(S(=O)(=O)N2CCOCC2)c(Cl)cc1Cl	-6%	2	0	7%	-24%	10%	-3%	1.1	-2%	i
CCOC(=O)C1CCCN(C(=O)c2sc3nc(-c4ccc(OC)cc4)cn3c2C)C1 (stereo not given)	-2%	18	80	7%	3.4%	3%	-37%	1.1	-15%	·
CC(=O)C1=C(C)N(CC2CC2)C(=O)N[C@H]1c1ccc(Br)cc1	0%	-3	-21	8%	-10%	-8%	12%	1	4%	i
COc1ccc(C[C@H]2CN3C(=NC[C@H]3Cc3ccccc3)N2CCNC(=O)CCC2CCCCC2)cc1	-4%	11	5	8%	-2.5%	7%	-3%	1.1	2%	i
Cc1cccc(N(CC(=O)N2CCCC2)S(=O)(=O)c2ccccc2)c1C	-1%	2	4	4%	-7.0%	9%	5%	1.1	8%	i
O=C1c2ccccc2C(=O)N1Cc1nc2ccccc2c(=O)n1CCCN1CCOCC1	-8%	0	2	1%	-3.9%	-3%	-9%	1.1	0%	i
CC(C)(C)NS(=O)(=O)c1ccc(OCC(=O)NCCC2=CCCCC2)cc1	-6%	-5	-3	-1%	-3.6%	1%	1%	0.8	-6%	i
COc1ccccc1C/C(N)=N/OC(=O)COc1cccc(C)c1C	7%	26	26	3%	-0.8%	3%	4%	1.1	4%	i
CCO[C@H]1OC(C(=O)N2CCN(C)CC2)=C[C@@H](c2csc3ccccc23)[C@@H]1CCCO	-6%	-6	8	-1%	1.5%	-2%	2%	1.1	5%	i
Cc1ccc(-n2c(=O)cc(NCc3cccnc3)[nH]c2=O)cc1	-6%	-1	6	-5%	-2.3%	1%	6%	1.1	11%	i
CCC(C)NC(=O)c1ccc(-n2c(=S)[nH]c3ccccc3c2=O)cc1 (stereo not given)	-5%	0	-10	5%	-3.6%	-4%	16%	1.1	-2%	i
CC(C)N1CCC(N2CCN(Cc3ccc4nsnc4c3)CC2CCO)CC1 (stereo not given)	-4%	1	8	9%	-3.8%	-2%	10%	1	9%	i
CC(C)(C)N1CC2(c3ccccc3)CN(C(C)(C)C)CC(c3ccccc3)(C1)C2=O	-5%	-2	-1	-5%	-15%	-5%	6%	1.1	10%	i
CC(=O)Nc1ccc(S(=O)(=O)Nc2cc(C)ccn2)cc1	-5%	5	-8	2%	-1.1%	0%	-4%	1.2	-15%	i
CN(C)CCP(=O)(c1ccccc1)c1ccccc1	0%	9	-7	1%	-4.5%	3%	0%	1.1	-5%	i
CSCCC(NC(=O)/C(=C/c1ccc2c(c1)OCO2)NC(=O)c1cccc([N+](=O)[O-])c1)C(=O)O (stereo not given)	-5%	14	2	10%	-4.8%	16%	1%	1	-8%	i
C=CCn1cnc2c(nnn2-c2ccc(OC)c(OC)c2)c1=O	-3%	-3	15	4%	-6.5%	-2%	-3%	1	-4%	i
CCOc1ccc(-c2nc(CSc3nnc(C)s3)cs2)cc1OC	3%	16	5	13%	-5.8%	0%	-12%	0.9	3%	i
COc1ccccc1NC(=O)NCC(=O)Nc1ccc(F)c(F)c1	-3%	14	12	-1%	-3.9%	5%	6%	1.1	13%	i
Cn1nnc(NC(=O)c2ccc3ccccc3c2)n1	-2%	-9	-16	8%	-16%	10%	9%	1	4%	i
O=S(=O)(O)c1cccc(N=Nc2c(O)ccc3ccccc23)c1	0%	·	·	7%	·	4%	·	·	·	i
CNC(=O)CSc1nc2nc(C)cc(C)n2n1	-5%	0	-3	-1%	-4.0%	0%	4%	1.1	7%	i
C[C@@H]1NC(=O)[C@H](CCC(N)=O)NC(=O)c2cc([N+](=O)[O-])cc(I)c2NCC[C@@H](C(N)=O)NC1=O	1%	-16	-4	12%	-22%	25%	-13%	1	-31%	i
O=C1NC(=S)S/C1=C\c1ccc(SCc2ccccc2)o1	-4%	83*	81*	14%	-6.0%	13%	67%*	1	80%*	i
CC(C)CCNC(=O)C(c1ccco1)N(Cc1cccs1)C(=O)Cn1nnc2ccccc21 (stereo not given)	1%	2	3	-1%	-5.5%	-3%	11%	1.2	15%	i
O=C(O)CCSCC(=O)Nc1c(C(=O)C2CC2)oc2ccccc12	-10%	-1	-2	5%	-1.9%	14%	8%	1	10%	i
Cc1cc(C)c(NC(=O)CSc2nnc(-c3ccncc3)n2Cc2ccco2)c(Cl)c1	4%	9	10	6%	-5.6%	34%	-9%	0.9	-20%	i
COc1ccc(C(=O)CCC(=O)O)cc1	-4%	7	7	2%	-4.0%	2%	-10%	1.1	-4%	i
Cc1c(/C=N/NC(=O)c2ccccc2O)c2ccccn2c1C(=O)c1ccc(F)cc1	3%	0	8	7%	-1.6%	-12%	2%	1	0%	i
COc1ccc(C(=O)N2CC3(CC(c4cccc([N+](=O)[O-])c4)=NO3)C[C@H]2C(=O)NCC(N)=O)cc1 (stereo not given in full)	-10%	-13	-4	10%	-4.4%	4%	3%	1	3%	i
CSCCC(NC(=O)c1ccc(Cl)cc1)C(=O)OCC(C)=O (stereo not given)	-5%	8	12	-3%	-17%	14%	10%	1	9%	i
